Source: PubChem BioAssay
GSK3beta inhib: human GSK3beta kinase inhibition; AID 2097; activity score (negative = inhibition), % at 10 µM; P49841; GST-GSK3beta kinase, ADP-Glo luminescence, 60 min; hits give low values; 300,000 tested, 0.038% active;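 active = more than half of replicate wells score below -50%, meaning over 50% inhibition versus plate controls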;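 note: 0% = median DMSO wells and -100% = median GW8510 positive control wells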
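Assay system: GST-fused GSK3beta enzyme, cell-free / Medium: Tris pH 7.5 buffer with MgCl2, DTT, BSA, heparin / Also added: peptide substrate plus 25 µM ATP (final) / Compound: 10 µM single point / Timing: kinase reaction with compound 60 min at room temperature / Detection: ADP-Glo luminescence / Benchmarks: DMSO neutral wells and GW8510 at 20 µM as positive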
DYRK1A inh: inhibitors of rat Dyrk1A kinase. inhibition, % at 12.5 µM. Q63470. AID 504441. ADP-Glo luminescence, NFATc1 peptide. 310,000 tested, 0.43% active; in the data active = inhibition above about 50%;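 note: plate controls were vehicle with enzyme for no effect and no enzyme for full effect; many of its hits are not listed in these tables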
KCNQ1 pot: potentiators or activators of human KCNQ1 potassium channel; 310,000 tested, 0.35% active; CHO-K1 KCNQ1, thallium flux FluxOR fluorescence; hits give high values; AID 2648; B-score at 10 µM;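 active = fluorescence ratio B-score, a plate-corrected score, at least three library SD, with initial intensity B-score within 5 SD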
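assay system = KCNQ1-transfected CHO-K1 cells | medium = assay buffer with matched DMSO | probe or stimulus = depolarizing K+/Tl+ stimulus, K2SO4 and Tl2SO4 each 12.5 mM in 5x stock | dosing = single dose | incubation = dye 90 min, compound 20 min, room temperature | detection = kinetic FluxOR fluorescence, 10 s baseline plus 110 s post-stimulus | evaluation = ratio B score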
KCNK9 inh: blocks the human KCNK9 two-pore domain potassium channel | Q9NPC2 | HEK293 KCNK9, FluxOR thallium flux fluorescence; hits give low values | B-score at 10 µM | 310,000 tested, 1.2% active;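 active = ratio B-score over 3 SD below the library mean, with starting fluorescence within 5 SD of its mean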;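 note: negative B-score means less thallium flux so channel inhibition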
Target sequence (Q9NPC2 whole entry, looked up, the tested form may be a part): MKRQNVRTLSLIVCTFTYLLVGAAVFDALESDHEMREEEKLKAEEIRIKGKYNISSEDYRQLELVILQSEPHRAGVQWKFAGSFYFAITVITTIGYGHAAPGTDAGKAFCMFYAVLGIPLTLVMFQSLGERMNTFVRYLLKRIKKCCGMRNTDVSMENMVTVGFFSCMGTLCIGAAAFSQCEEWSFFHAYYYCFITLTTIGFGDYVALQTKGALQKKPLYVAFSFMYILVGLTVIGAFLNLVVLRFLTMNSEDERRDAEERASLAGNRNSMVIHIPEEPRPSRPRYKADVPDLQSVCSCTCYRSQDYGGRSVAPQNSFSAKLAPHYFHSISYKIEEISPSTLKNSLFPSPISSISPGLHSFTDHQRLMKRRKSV
hERG protect: compounds protecting human hERG from proarrhythmic drug block | Q12809 | CHO-hERG, FluxOR thallium flux, dofetilide IC70 present | activation (rescue from dofetilide block), less the hit threshold, % at 10 µM | 310,000 tested, 0.51% active;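 active = activation above the mean of controls blocked by dofetilide plus 5 SD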;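 note: thallium influx through hERG after potassium depolarization seen as dye fluorescence rise; in these data hits start at about 4.7%; inactives centre near -7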
GSK3A inh: blocks human GSK-3 alpha kinase. P49840. ADP-Glo luminescence, 60 min. inhibition, % at 10 µM. 320,000 tested, 0.1% active;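 in the data active = inhibition above about 50%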;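 note: GST-tagged GSK-3 alpha with peptide substrate and 25 µM ATP; 0% = DMSO neutral wells and 100% = GW8510 positive control wells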
KCNK3 inh: human KCNK3 channel inhibition, primary screen | O14649 | 340,000 tested, 0.84% active | B-score at 10 µM | CHO-KCNK3 thallium flux, FluxOR fluorescence; hits give low values;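 active = B-score under library mean minus 4 SD, starting fluorescence ratio at most library mean plus 5 SD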;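 note: more negative B-score means stronger inhibition of thallium flux through KCNK3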
Target sequence (O14649 whole entry, looked up): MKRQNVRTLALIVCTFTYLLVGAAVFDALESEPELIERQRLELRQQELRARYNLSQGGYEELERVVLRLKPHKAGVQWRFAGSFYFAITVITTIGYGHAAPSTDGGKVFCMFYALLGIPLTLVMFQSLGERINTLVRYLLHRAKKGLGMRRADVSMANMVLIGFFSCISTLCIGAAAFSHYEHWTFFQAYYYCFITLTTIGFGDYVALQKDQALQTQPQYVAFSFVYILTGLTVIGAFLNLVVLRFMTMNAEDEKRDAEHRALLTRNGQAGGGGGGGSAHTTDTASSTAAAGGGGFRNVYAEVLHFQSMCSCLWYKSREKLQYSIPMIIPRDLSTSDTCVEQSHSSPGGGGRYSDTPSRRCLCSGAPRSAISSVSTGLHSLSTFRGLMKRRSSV
RGS4 pot: RGS4 potentiation or activation; HEK293 M3R/inducible RGS4, carbachol calcium flux Fluo4; hits give low values; B-score at 10 µM; 310,000 tested, 0.92% active;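 active = B-score of the integrated calcium signal more than 4 SD below the library mean, with starting fluorescence not abnormally high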;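 note: negative B-score means reduced calcium response which marks RGS4 activation or potentiation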
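System – HEK293 FlpIn-TREx cells, stable M3R, doxycycline-inducible RGS4 · Reagent – ECmax carbachol challenge · Times – compound preincubation 20 min at room temperature before agonist · Technique – Fluo4 fluorescence kinetic imaging of calcium · Measure – B score of integrated Fluo4 ratio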
RGS4 inh: human RGS4 inhibition; HEK293 M3R/RGS4 inducible, Fluo-4 calcium flux; hits give high values; triggered by carbachol at its EC20; B-score at 10 µM; 310,000 tested, 0.45% active; AID 463165;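 active = B-score, a plate-corrected calcium signal, over three deviations above library mean, with baseline fluorescence within five deviations of library mean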;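 note: RGS4 expression induced by doxycycline in cells with stable M3 receptor; B-score is computed from the integrated fluorescence ratio over baseline after carbachol; higher B-score means a larger calcium signal and so more RGS4 inhibition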
Target sequence (P49798 whole entry, looked up): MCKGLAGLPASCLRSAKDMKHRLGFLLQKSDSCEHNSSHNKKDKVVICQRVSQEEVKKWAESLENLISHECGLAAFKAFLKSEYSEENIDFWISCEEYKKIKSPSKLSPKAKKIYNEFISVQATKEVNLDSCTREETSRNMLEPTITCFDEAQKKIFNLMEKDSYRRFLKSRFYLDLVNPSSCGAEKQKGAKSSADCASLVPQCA
KCNQ1 inh: blocks the human KCNQ1 potassium channel | P51787 | 310,000 tested, 1.3% active | CHO-K1 KCNQ1, FluxOR thallium flux fluorescence; hits give high values | B-score at 10 µM;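 active = compounds whose thallium flux B-score, printed positive for inhibition, exceeds three library SD while starting fluorescence stays within three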;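 note: channel opened by potassium depolarization with thallium stimulus after 20 min compound exposure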
PolyA inh: yeast polyadenylation inhibition. S. cerevisiae SKY197-pL101 polyadenylation reporter, beta-gal luminescence; efflux-impaired pdr1/pdr3 knockout yeast; score 100 = 6 SD above DMSO. AID 1875. calls only at 12 µM. 300,000 tested, 0.02% active;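 active = lowest replicate activity score at least 50, where 100 means six control SD above control mean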;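 note: yeast exposed to compound for 9 h at 30 °C; higher score means more reporter readthrough which indicates perturbed polyadenylation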
An asterisk follows results filed as active. Some of the compounds tested, so the mix of outcomes need not match the whole.

`O=C(NCc1ccccc1F)C1CCCN(S(=O)(=O)N2CCOCC2)C1` (stereo not drawn) gave GSK3beta inhib -1, DYRK1A inh -1, KCNQ1 pot inactive, KCNK9 inh inactive, hERG protect -4, GSK3A inh 0, KCNK3 inh inactive, RGS4 pot inactive, RGS4 inh inactive, KCNQ1 inh inactive and PolyA inh inactive.
COc1ccccc1C(=O)n1nc(-c2cccnc2)nc1N was read as GSK3beta inhib 1, DYRK1A inh 11, KCNQ1 pot inactive, KCNK9 inh inactive, hERG protect -8, KCNK3 inh inactive, RGS4 pot inactive, RGS4 inh inactive, KCNQ1 inh inactive and PolyA inh inactive.
`COc1cc2c(cc1OC)C1=C(C#N)CCC(=NC(=O)c3ccc(Cl)cc3)N1CC2` gave GSK3beta inhib 0, DYRK1A inh 5, KCNQ1 pot inactive, KCNK9 inh inactive, hERG protect -6, GSK3A inh 3, KCNK3 inh inactive, RGS4 pot inactive, RGS4 inh inactive, KCNQ1 inh inactive and PolyA inh inactive.
For COc1ccc(NC(=S)N(CCN2CCOCC2)Cc2ccccc2F)cc1 the results were GSK3beta inhib -6, KCNQ1 pot inactive, KCNK9 inh inactive, hERG protect -3, GSK3A inh -2, KCNK3 inh inactive, RGS4 pot inactive, RGS4 inh inactive and KCNQ1 inh inactive.
For O=C(c1cccs1)N(Cc1ccco1)c1nc(-c2ccc(F)cc2)cs1 the results were GSK3beta inhib -2, DYRK1A inh -7, KCNQ1 pot inactive, KCNK9 inh -14*, hERG protect -6, GSK3A inh -2, KCNK3 inh -14*, RGS4 pot inactive, RGS4 inh inactive, KCNQ1 inh 6* and PolyA inh inactive.
For c1ccc2c(c1)ncn2-c1ncnc2sc3c(c12)CCCC3 the results were GSK3beta inhib -1, DYRK1A inh 1, KCNQ1 pot inactive, KCNK9 inh inactive, hERG protect -3, GSK3A inh 0, KCNK3 inh inactive, RGS4 pot inactive, RGS4 inh inactive, KCNQ1 inh inactive and PolyA inh inactive.
`CCCOCC1CC2(CC(C)(c3csc(N)n3)OC2=O)C(=O)O1` (stereo not drawn) gave GSK3beta inhib 1, DYRK1A inh -4, KCNQ1 pot inactive, KCNK9 inh inactive, hERG protect -10, GSK3A inh 12, KCNK3 inh inactive, RGS4 pot inactive, RGS4 inh inactive, KCNQ1 inh inactive and PolyA inh inactive.
Screening Cc1ccc(-c2cc(-c3n[nH]c(=S)o3)c3ccccc3n2)cc1 returned GSK3beta inhib -2, DYRK1A inh 3, KCNQ1 pot 15*, KCNK9 inh inactive, hERG protect 12*, GSK3A inh 35, KCNK3 inh inactive, RGS4 pot inactive, RGS4 inh inactive, KCNQ1 inh inactive and PolyA inh inactive.
COc1ccc(CCNC(=S)NCCc2ccc(OC)c(OC)c2)cc1OC was read as GSK3beta inhib -6, KCNQ1 pot inactive, KCNK9 inh inactive, hERG protect -7, GSK3A inh 9, KCNK3 inh inactive, RGS4 pot inactive, RGS4 inh inactive, KCNQ1 inh inactive and PolyA inh inactive.
`Cc1cc(=O)[nH]c(/N=C(\N)Nc2ccc3c(c2)OCCO3)n1` gave GSK3beta inhib 2, DYRK1A inh -5, KCNQ1 pot inactive, KCNK9 inh inactive, hERG protect -12, GSK3A inh 0, KCNK3 inh inactive, RGS4 pot inactive, RGS4 inh inactive, KCNQ1 inh inactive and PolyA inh inactive.
For O=C(NCCc1ccco1)c1nn(Cc2ccccc2)c(=O)c2ccccc12 the results were GSK3beta inhib 3, DYRK1A inh -2, KCNQ1 pot inactive, KCNK9 inh inactive, hERG protect -13, GSK3A inh 5, KCNK3 inh inactive, RGS4 pot inactive, RGS4 inh inactive, KCNQ1 inh inactive and PolyA inh inactive.
Screening CCOC(=O)C1(Cc2ccc(OC)cc2)CCN(C(=O)CN2CCN(CC)CC2)CC1 returned GSK3beta inhib 0, DYRK1A inh -2, KCNQ1 pot inactive, KCNK9 inh inactive, hERG protect -10, GSK3A inh -3, KCNK3 inh inactive, RGS4 pot inactive, RGS4 inh inactive, KCNQ1 inh inactive and PolyA inh inactive.
O=C(c1ccccc1Br)N1CCN(c2ccccc2)CC1 was read as GSK3beta inhib 0, DYRK1A inh 1, KCNQ1 pot inactive, KCNK9 inh inactive, hERG protect -3, GSK3A inh -3, KCNK3 inh inactive, RGS4 pot inactive, RGS4 inh inactive, KCNQ1 inh inactive and PolyA inh inactive.
CS(=O)(=O)N1CCN(C(=O)c2cc(-c3cccs3)nc3ccccc23)CC1 was read as GSK3beta inhib -3, DYRK1A inh 18, KCNQ1 pot inactive, KCNK9 inh inactive, hERG protect -23, GSK3A inh 2, KCNK3 inh inactive, RGS4 pot inactive, RGS4 inh inactive, KCNQ1 inh inactive and PolyA inh inactive.
For O=C(CCC(=O)c1cccs1)OCc1nc2ccccc2s1 the results were GSK3beta inhib 5, DYRK1A inh 6, KCNQ1 pot inactive, KCNK9 inh inactive, hERG protect -7, GSK3A inh 9, KCNK3 inh inactive, RGS4 pot inactive, RGS4 inh inactive, KCNQ1 inh inactive and PolyA inh inactive.
Screening CC(C)NC(=O)NS(=O)(=O)c1cnccc1N1CCCCC1 returned GSK3beta inhib 0, DYRK1A inh 1, KCNQ1 pot inactive, KCNK9 inh inactive, hERG protect -10, GSK3A inh 1, KCNK3 inh inactive, RGS4 pot inactive, RGS4 inh inactive, KCNQ1 inh inactive and PolyA inh inactive.
For O=c1oc2ccccc2c(N2CCCCC2)c1CN1CCCCC1 the results were GSK3beta inhib -3, DYRK1A inh 13, KCNQ1 pot inactive, KCNK9 inh inactive, hERG protect -8, GSK3A inh 1, KCNK3 inh inactive, RGS4 pot inactive, RGS4 inh inactive, KCNQ1 inh inactive and PolyA inh inactive.
Screening Cn1nc([N+](=O)[O-])nc1Sc1ccc(Cl)cc1 returned GSK3beta inhib 2, DYRK1A inh 0, KCNQ1 pot inactive, KCNK9 inh inactive, hERG protect -5, GSK3A inh -1, KCNK3 inh inactive, RGS4 pot inactive, RGS4 inh inactive, KCNQ1 inh inactive and PolyA inh inactive.
`O=C(NNC(=O)c1ccc(Cl)cc1Cl)Nc1ccccc1` gave GSK3beta inhib -5, DYRK1A inh -4, KCNQ1 pot inactive, KCNK9 inh inactive, hERG protect -1, GSK3A inh -1, KCNK3 inh inactive, RGS4 pot inactive, RGS4 inh inactive, KCNQ1 inh inactive and PolyA inh inactive.
COc1ccc(-c2cc3c(=O)n(CC(=O)NCc4ccccc4OC)ncn3n2)cc1 was read as GSK3beta inhib 0, DYRK1A inh 2, KCNQ1 pot inactive, KCNK9 inh inactive, hERG protect -8, GSK3A inh 3, KCNK3 inh inactive, RGS4 pot inactive, RGS4 inh inactive, KCNQ1 inh inactive and PolyA inh inactive.
CCC1CCCCN1CCCNC(=O)c1ccc(CS(=O)(=O)Cc2ccccc2F)o1 (stereo not drawn) was read as GSK3beta inhib 0, DYRK1A inh 8, KCNQ1 pot inactive, KCNK9 inh inactive, hERG protect -10, KCNK3 inh inactive, RGS4 pot inactive, RGS4 inh inactive, KCNQ1 inh inactive and PolyA inh inactive.
For Cc1ccc(Cn2ccc(=O)c(OCc3c(Cl)cccc3Cl)c2C)cc1 the results were GSK3beta inhib 0, DYRK1A inh -9, KCNQ1 pot inactive, KCNK9 inh inactive, hERG protect -5, GSK3A inh 0, KCNK3 inh inactive, RGS4 pot inactive, RGS4 inh inactive, KCNQ1 inh inactive and PolyA inh inactive.
For Fc1ccc(CNc2ncnc3c2cnn3-c2ccccc2)cc1 the results were GSK3beta inhib -1, DYRK1A inh -6, KCNQ1 pot inactive, KCNK9 inh inactive, hERG protect -6, GSK3A inh 0, KCNK3 inh inactive, RGS4 pot inactive, RGS4 inh inactive, KCNQ1 inh inactive and PolyA inh inactive.
Screening CN(Cc1ccon1)Cc1cn(C)nc1-c1cccc(Cl)c1 returned GSK3beta inhib 0, DYRK1A inh 0, KCNQ1 pot inactive, KCNK9 inh inactive, hERG protect 0, GSK3A inh 0, KCNK3 inh inactive, RGS4 pot inactive, RGS4 inh inactive, KCNQ1 inh inactive and PolyA inh inactive.
CCc1ccc(N(C2C=CS(=O)(=O)C2)S(=O)(=O)c2ccccc2)cc1 (stereo not drawn) was read as GSK3beta inhib 5, DYRK1A inh -6, KCNQ1 pot inactive, KCNK9 inh inactive, hERG protect -7, GSK3A inh -1, KCNK3 inh inactive, RGS4 pot inactive, RGS4 inh inactive, KCNQ1 inh inactive and PolyA inh inactive.
`C=CCN(C(=O)c1ccccn1)C(C(=O)NCc1ccccc1)c1ccccc1F` (stereo not drawn) gave GSK3beta inhib 1, DYRK1A inh -2, KCNQ1 pot inactive, KCNK9 inh inactive, hERG protect -10, GSK3A inh -2, KCNK3 inh inactive, RGS4 pot inactive, RGS4 inh inactive, KCNQ1 inh inactive and PolyA inh inactive.
For CCCCCC(=O)Nc1ccc2oc(-c3cccnc3)nc2c1 the results were GSK3beta inhib -1, DYRK1A inh -1, KCNQ1 pot inactive, KCNK9 inh inactive, hERG protect -17, GSK3A inh -1, KCNK3 inh inactive, RGS4 pot inactive, RGS4 inh inactive, KCNQ1 inh inactive and PolyA inh inactive.
CCOc1cc(C(=O)NC2CC(C)(C)NC(C)(C)C2)cc(OCC)c1OCC was read as DYRK1A inh 14, KCNQ1 pot inactive, KCNK9 inh inactive, hERG protect -10, GSK3A inh -2, KCNK3 inh inactive, RGS4 pot inactive, RGS4 inh inactive, KCNQ1 inh inactive and PolyA inh inactive.
`COc1ccc(CC(=O)Nn2c(-c3ccccc3)nc3ccccc3c2=O)cc1` gave GSK3beta inhib 3, DYRK1A inh 1, KCNQ1 pot inactive, KCNK9 inh inactive, hERG protect -5, GSK3A inh -3, KCNK3 inh inactive, RGS4 pot inactive, RGS4 inh inactive, KCNQ1 inh inactive and PolyA inh inactive.
